# Assay outcomes: PubChem BioAssay, Sanford-Burnham Center for Chemical Genomics
# SENP8 block-1: SENP8 (human) protease inhibition; 0.64% of 360,000 active; Q96LD8; inhibition, % at 20 µM; AID 602440; recombinant SENP8, Nedd8 substrate fluorescence; in the data active = inhibition mostly above about 40%, no sharp cut-off; inactive = mostly below about 27%
# SENP7 block: blocks the human protease SENP7 | Q9BQF6 | AID 434973 | recombinant SENP7, Z-RLRGG-aminoluciferin luminescence, 40 min | 1.5% of 330,000 active | inhibition, % at 5 µM;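 active = inhibition above about 50% at the single test dose, limit read from the data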;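 note: plate controls were DMSO with enzyme for no effect and no enzyme buffer wells for full effect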
# Target sequence (Q9BQF6 706-1050 limits assumed): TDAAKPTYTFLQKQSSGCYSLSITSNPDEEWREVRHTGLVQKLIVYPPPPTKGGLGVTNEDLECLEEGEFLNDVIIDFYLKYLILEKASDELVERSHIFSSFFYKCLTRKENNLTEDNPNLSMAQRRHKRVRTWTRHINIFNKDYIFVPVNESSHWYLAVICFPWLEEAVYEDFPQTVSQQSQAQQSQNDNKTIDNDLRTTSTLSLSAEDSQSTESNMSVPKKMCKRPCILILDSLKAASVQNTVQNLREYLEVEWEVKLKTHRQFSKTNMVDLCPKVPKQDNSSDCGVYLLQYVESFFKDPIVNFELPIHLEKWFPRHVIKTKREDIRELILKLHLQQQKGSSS
# SENP8 block-2: SENP8 protease inhibition. Q96LD8. purified SENP8, Z-RLRGG-aminoluciferin cleavage, luminescence. inhibition, % at 10 µM. 1.2% of 330,000 active. AID 2540; in the data active = inhibition above about 50%
# SENP1 inh: SENP1 (human) catalytic domain inhibition | recombinant SENP1 catalytic domain, CyPet-SUMO1-YPet FRET cleavage | inhibition, % at 10 µM | 0.21% of 360,000 active;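 active = inhibition at least 30% at 10 µM, raw YFP signal under a set limit, fluorescence ratio 0.5 to 1.5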;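 note: 0% = enzyme with DMSO and 100% = no enzyme wells; some results filed as inactive read as strong as hits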
#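 Test system: human SENP1 catalytic domain; medium: Tris pH 8 buffer plus EDTA, NaCl, BME, BSA, NP40, catalase; incubation: 50 min reaction at room temperature; technique: FRET, CFP and YFP emission; controls: no-enzyme low control and enzyme-plus-DMSO high control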
# PfGluPho inh: PfG6PD (Plasmodium falciparum) enzyme inhibition | inhibition, % at 20 µM | PfGluPho enzyme, NADPH resazurin-diaphorase fluorescence | 0.78% of 350,000 active;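 active = inhibition reaching at least a set limit at 20 µM in the primary screen, cut at about 59% in these data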;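 note: 0% = DMSO wells with substrate and 100% = DMSO wells lacking glucose-6-phosphate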
# HKDC1 inh: HKDC1 (human) hexokinase inhibition; Q2TB90; recombinant HKDC1, G6PDH/diaphorase resazurin coupled fluorescence; inhibition, % at 20 µM; AID 493160; 0.16% of 340,000 active;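 active = inhibition above about 35% when tested at 20 µM, limit read from the data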;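 note: plate controls were DMSO wells with enzyme for no effect and DMSO wells lacking enzyme for full effect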
#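 Material: recombinant HKDC1 hexokinase; Amount: HKDC1 at 5 µg/mL; Medium: Tris pH 8.0 buffer with MgCl2, Tween-20, BSA, BME; Schedule: 90 min reaction incubation at room temperature, dark; Technique: coupled resazurin fluorescence, excitation 525 nm, emission 613 nm.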
# SENP6 inh: blocks the human protease SENP6. Q9GZR1. Recombinant SENP6 catalytic domain, aminoluciferin luminescence. inhibition, % at 10 µM. 1.8% of 330,000 active. AID 2599;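 active = inhibition above about 50% at the single tested dose, limit read from the data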;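 note: plate controls were DMSO wells with enzyme for no effect and DMSO wells lacking enzyme for full effect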
# Target sequence (Q9GZR1 628-1112 limits assumed): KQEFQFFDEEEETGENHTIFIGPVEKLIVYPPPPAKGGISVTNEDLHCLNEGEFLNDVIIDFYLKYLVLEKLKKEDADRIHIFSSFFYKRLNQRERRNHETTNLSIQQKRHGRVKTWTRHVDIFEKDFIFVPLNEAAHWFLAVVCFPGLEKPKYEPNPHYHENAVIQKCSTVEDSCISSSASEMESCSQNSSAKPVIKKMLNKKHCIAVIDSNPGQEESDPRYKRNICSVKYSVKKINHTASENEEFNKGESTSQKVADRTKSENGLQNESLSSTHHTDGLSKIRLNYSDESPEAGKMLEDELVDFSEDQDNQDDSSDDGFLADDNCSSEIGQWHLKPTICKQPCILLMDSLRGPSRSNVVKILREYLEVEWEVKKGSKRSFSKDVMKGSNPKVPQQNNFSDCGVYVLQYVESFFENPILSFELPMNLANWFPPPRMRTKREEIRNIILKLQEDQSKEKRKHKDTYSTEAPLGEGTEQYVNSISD
# Apaf-1 inh: inhibitors of human Apaf-1 apoptosome | O14727 | reconstituted apoptosome caspase-3 activity, DEVD-Rh110 fluorescence | inhibition, % at 20 µM | 0.71% of 330,000 active; active = inhibition of at least 40% at 20 µM;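 note: plate controls were DMSO wells for no effect and DEVD-CHO caspase inhibitor wells for full effect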
#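 System: reconstituted apoptosome with Apaf-1, cytochrome c, caspase-9, procaspase-3, dATP; Signal: Rh110 fluorescence intensity; Schedule: 30 min compound preincubation, 50 min activation, room temperature; Reagent: cytochrome c trigger plus (Z-DEVD)2-Rh110 caspase-3 substrate.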
# * hit, by the source's call; . = no result given.
SMILES,SENP8 block-1,SENP7 block,SENP8 block-2,SENP1 inh,PfGluPho inh,HKDC1 inh,SENP6 inh,Apaf-1 inh
COc1ccc(CCN2C(=O)c3ccccc3C2(O)c2ncc[nH]2)cc1OC (configuration not stated),15,-10,-7,-1,-10,-2,-12,5
COc1ccc(NC(=O)Nc2cccc(OC)c2)cc1,6,-9,29,2,16,6,35,-9
COc1ccc(/C=C2\SC(=S)N(CCCC(=O)N3CCOCC3)C2=O)cc1,16,72*,69*,-22,16,3,82*,5
Cc1ccc(C(=O)NCCCNCCCNC(=O)c2ccc(C)nc2)cn1,10,17,3,1,-12,-3,5,1
COc1ccc(NC(=O)NC23CC4(C)CC(C)(CC(C)(C4)C2)C3)cc1,7,5,3,1,4,6,0,10
CCCOC(=O)CCCC[C@H]1SC[C@@H](NC(=O)OC)[C@H]1NC(=O)OC,22,-8,-2,3,6,-6,1,5
CC(C)(C)OC(=O)C[C@H]1C/C=C\C[C@@H](CC(=O)NCCO)C(=O)NC[C@@H](c2ccccc2)OC1=O,8,2,8,2,1,-5,-9,1
CCN(CC)c1c2c(c(C#N)c3nc4ccccc4n13)CCC2,-292,-6,-10,-33,-22,-6,-10,1
CCOC(=O)c1ccc(N2CCN(c3ccccc3F)CC2)c(NC(=O)Nc2ccccc2)c1,-8,-2,-1,4,-4,7,-10,12
Cc1nnc(N2C(=O)C(O)=C(C(=O)c3ccco3)C2c2ccc(C(C)C)cc2)s1 (configuration not stated),-46,1,7,33,1,8,39,5
O=C(N/N=C/c1ccco1)c1ccncc1,18,-9,-4,2,10,-10,-27,-20
Nc1ccc2c(c1)COC2=O,1,9,2,0,-4,1,3,-3
Cc1ccccc1S(=O)(=O)Cc1ccc(C(=O)NC(C)c2ccccc2)o1 (configuration not stated),0,-16,-4,0,0,-4,-5,-2
COc1ccc(C)cc1NS(=O)(=O)c1cn(C)nc1C,13,0,4,2,-5,-11,-4,-8
C/C(=N\NC(=O)Cc1ccc(Cl)c(Cl)c1)c1cccnc1,6,-7,-3,2,2,4,3,6
N#Cc1ccc(N)cc1OCCCN1CCCCC1,3,.,.,2,-21,-5,.,.
COc1ccc(NC(=O)c2c(F)cccc2Cl)cc1S(=O)(=O)N1CCOCC1,-7,-7,-12,1,2,-4,-20,6
COc1ccc(C(=O)Nc2ccc(Nc3ccccc3)cc2)cc1Br,3,-21,-19,-1,8,-1,-17,7
COc1ccc(C2CCCN2C(=S)Nc2ccc(C)cc2C)cc1OC (configuration not stated),31,-10,-8,0,4,-6,-3,6
Cc1nonc1CN(C)C(=O)c1cc(COc2ccc(F)cc2Cl)on1,10,-1,-6,-3,2,-3,-3,11

# Molecules listed so far that have an aryl methoxy group:
SMILES,SENP8 block-1,SENP7 block,SENP8 block-2,SENP1 inh,PfGluPho inh,HKDC1 inh,SENP6 inh,Apaf-1 inh
COc1ccc(CCN2C(=O)c3ccccc3C2(O)c2ncc[nH]2)cc1OC (configuration not stated),15,-10,-7,-1,-10,-2,-12,5
COc1ccc(NC(=O)Nc2cccc(OC)c2)cc1,6,-9,29,2,16,6,35,-9
COc1ccc(/C=C2\SC(=S)N(CCCC(=O)N3CCOCC3)C2=O)cc1,16,72*,69*,-22,16,3,82*,5
COc1ccc(NC(=O)NC23CC4(C)CC(C)(CC(C)(C4)C2)C3)cc1,7,5,3,1,4,6,0,10
COc1ccc(C)cc1NS(=O)(=O)c1cn(C)nc1C,13,0,4,2,-5,-11,-4,-8
COc1ccc(NC(=O)c2c(F)cccc2Cl)cc1S(=O)(=O)N1CCOCC1,-7,-7,-12,1,2,-4,-20,6
COc1ccc(C(=O)Nc2ccc(Nc3ccccc3)cc2)cc1Br,3,-21,-19,-1,8,-1,-17,7
COc1ccc(C2CCCN2C(=S)Nc2ccc(C)cc2C)cc1OC (configuration not stated),31,-10,-8,0,4,-6,-3,6

# Carrying on:
SMILES,SENP8 block-1,SENP7 block,SENP8 block-2,SENP1 inh,PfGluPho inh,HKDC1 inh,SENP6 inh,Apaf-1 inh
COc1ccccc1[C@H]1C(c2cccc(Cl)c2)=NN(c2ccccc2)[C@@H]1CO,-388,8,.,-23,23,9,.,18
COc1ccc(C(CC(=O)O)NC(=O)Cc2ccccc2)cc1OC (configuration not stated),-4,-6,-8,0,-10,-6,-8,4
CCN(CC(=O)Nc1ccc2c(c1)OCCO2)CC(=O)Nc1ccc(C)c(S(=O)(=O)N(C)C)c1,-2,2,5,0,22,-2,2,-1
CCN(CC)CCCNC(=O)c1csc(Nc2cccc3ccccc23)n1,-15,-6,-13,-1,17,2,-7,12
CCc1c(C#N)c(SCCC(=O)Nc2cccc(OC)c2)nc2c1C(=O)CC(C)(C)C2,28,-8,-11,-1,-3,-7,-27,14
COc1ccc(C2C3=C(CCCC3=O)Nc3n[nH]c(C)c32)cc1OC (configuration not stated),-244,14,3,0,-26,10,-3,-15
O=S(=O)(c1cccc(-c2n[nH]c(=S)n2-c2ccccc2Cl)c1)N1CCOCC1,-46,-10,-12,-10,27,-4,-24,0
CCSC1=N/C(=C\c2cccc(F)c2)C(=O)S1,4,-2,-1,3,-14,-2,-10,4
O=C(Nc1cc(-c2nc3ncccc3o2)ccc1Cl)c1ccc([N+](=O)[O-])o1,-7,10,11,1,9,-1,0,7
COc1cc(C2CC(=O)Oc3c2c(=O)n(C)c2ccccc32)cc(OC)c1OC (configuration not stated),-54,0,-1,2,17,-4,-10,-1
O=C(Nc1ccc2snnc2c1)N1CCOCC1,-11,6,-5,1,-8,-4,-4,-2
CCCN1C(=O)COc2ccc(-c3n[nH]c(=O)c4ccccc34)cc21,-10,-8,-9,1,1,-8,-34,16
CN(CCn1ccnc1)C(=O)CC1C(=O)NCCN1Cc1ccccc1C(F)(F)F (configuration not stated),-64,0,-4,-7,9,8,-7,-6
Cc1nnc(NN)n(N)c1=O,34,-6,-5,3,32,-6,-12,-13
COc1ccc(OC)c(-n2c(-c3ccc(O)cc3O)n[nH]c2=S)c1,-19,9,-1,-2,44,0,11,-12
O=S(=O)(Nc1ncccn1)c1ccc(-n2cnnn2)cc1,3,-2,0,1,-7,-8,-10,-6
Cn1c(=O)cc(N2CCCCC2)[nH]c1=O,7,-1,3,-1,-11,-6,3,3
COc1ccc(S(N)(=O)=O)cc1C(=O)NC1CCCc2ccccc21 (configuration not stated),12,2,-2,1,-19,-14,1,3
O=c1[nH]ncc(N2CCCC2)c1Cl,30,-11,-5,1,-8,-2,-20,-2
CC(C)N1CCC(N2CCN(Cc3ccc(C#CC(C)(C)O)s3)CC2CCO)CC1 (configuration not stated),8,-7,-8,-3,-14,-3,-4,-17
O=C(NC1CCCCCC1)c1cccc(COCC(F)(F)F)c1,16,33,4,0,-6,-4,-13,7
CS(=O)(=O)Nc1ccccc1C(=O)Nc1cc2c(cc1C(=O)O)OCCCO2,-13,4,-1,1,-14,1,11,7
O=C(N/N=C/C1=C(N2CCOCC2)C(=C\c2ccccc2)/CC1)Nc1ccccc1,-17,2,-3,1,-26,4,-2,17
CC1=C(C(=O)OCC2CCCO2)C(c2ccc(C)o2)C2=C(CC(c3ccc(F)cc3)CC2=O)N1 (configuration not stated),-361,2,-2,-4,21,11,-5,15
Cc1csc(SCc2nnc(-c3ccc(Cl)cc3)o2)n1,-3,2,-1,0,-11,0,12,5
COc1ccc(C2=NN(C(=O)c3cccs3)C(c3ccc(OC)cc3)C2)cc1 (configuration not stated),-56,5,-8,1,4,-4,-10,29
CC(C)(C)NC(=O)C(c1ccncc1)N(CC1CCCO1)C(=O)Cn1nnc(-c2ccc(F)cc2)n1 (configuration not stated),15,8,-5,3,16,-10,-13,2
Cc1nn(CC(=O)N(CC(C)C)C2CCS(=O)(=O)C2)c(C)c1[N+](=O)[O-] (configuration not stated),9,1,2,1,-11,-6,4,-10
CC(C)CC1NC(=O)c2cc(Cl)ccc2-n2c1nc1cc(F)ccc1c2=O (configuration not stated),.,2,5,.,.,.,-16,8
Cc1ccc(CNC(=O)CCC2CCCN(Cc3cccc4cccnc34)C2)o1 (configuration not stated),-10,4,2,-27,5,-2,18,4
COc1cc(NC(=O)c2ccccc2)c(OC)cc1NC(=O)Cc1ccc(C)cc1,4,4,6,-1,-2,-3,8,-4

# 3 entries out of the list above, ordered by their value in HKDC1 inh, largest number first.
molecule | SENP7 block | SENP1 inh | PfGluPho inh | HKDC1 inh | SENP6 inh
Cc1csc(SCc2nnc(-c3ccc(Cl)cc3)o2)n1 | 2 | 0 | -11 | 0 | 12
COc1cc(NC(=O)c2ccccc2)c(OC)cc1NC(=O)Cc1ccc(C)cc1 | 4 | -1 | -2 | -3 | 8
Cc1nn(CC(=O)N(CC(C)C)C2CCS(=O)(=O)C2)c(C)c1[N+](=O)[O-] (configuration not stated) | 1 | 1 | -11 | -6 | 4

# Compounds were not picked by outcome; about 3.6% have a hit in one of these screens.
